# Compound activity deposited in PubChem by Broad Institute.
# RAD54 inh: RAD54 (human) branch migration inhibition. AID 602329. RAD54 Holliday junction branch migration, FAM/BHQ fluorescence. inhibition, % at 10.4 µM. 360,000 tested, 0.14% active;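 active means mean normalized replicate activity at least 40 and at least half of replicates scoring 40 or more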;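 further: 0% = median of neutral control wells and 100% = median of positive control wells; inhibitors cause a drop in the FAM fluorescence signal; in these data hits start at about 50%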
# Target sequence (Q92698 whole entry, looked up): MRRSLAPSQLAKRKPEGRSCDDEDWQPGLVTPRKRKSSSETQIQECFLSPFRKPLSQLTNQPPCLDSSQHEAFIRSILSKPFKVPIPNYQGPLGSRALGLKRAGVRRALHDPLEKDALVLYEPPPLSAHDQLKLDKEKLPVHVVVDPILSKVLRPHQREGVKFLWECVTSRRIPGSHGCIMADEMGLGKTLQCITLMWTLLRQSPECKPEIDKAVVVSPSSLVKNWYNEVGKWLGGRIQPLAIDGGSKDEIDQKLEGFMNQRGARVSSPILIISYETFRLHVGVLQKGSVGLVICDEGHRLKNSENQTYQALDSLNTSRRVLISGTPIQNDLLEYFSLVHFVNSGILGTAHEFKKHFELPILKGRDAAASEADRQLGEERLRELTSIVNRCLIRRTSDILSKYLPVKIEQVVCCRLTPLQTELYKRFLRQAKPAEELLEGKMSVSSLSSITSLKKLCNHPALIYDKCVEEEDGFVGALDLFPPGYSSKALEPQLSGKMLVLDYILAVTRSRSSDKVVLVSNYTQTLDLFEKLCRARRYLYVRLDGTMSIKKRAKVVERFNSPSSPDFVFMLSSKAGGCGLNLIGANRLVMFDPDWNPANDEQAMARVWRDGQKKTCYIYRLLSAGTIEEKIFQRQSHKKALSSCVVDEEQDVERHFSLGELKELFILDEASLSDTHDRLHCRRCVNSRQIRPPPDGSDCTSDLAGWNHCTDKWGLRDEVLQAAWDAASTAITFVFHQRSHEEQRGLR
# Xi reactivation: activators of X-chromosome reactivation in mouse fibroblasts; XiGFP mouse fibroblasts, % GFP-positive cells imaging, 3 d; cells co-treated with 5-aza-dC sensitizer; scaled so ellipticine positive control = 100%; activation, % at 7.58 µM; 360,000 tested, 0.055% active;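 active means mean normalized replicate activation at least 10% and every replicate at or above 10%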;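 further: 0% = median of on-plate neutral control wells and 100% = ellipticine 6 µM median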
#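 Schedule: 3 d treatment, 15 min room-temperature fixation; system: 68-5-11 XiGFP fibroblast line; buffer or medium: DMEM plus 5-aza-dC sensitizer; control set: ellipticine 6 µM positive control; compound: one concentration, pinned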
# FN deposit inh: fibronectin deposition inhibition; AH1F fibroblasts, Alexa488-fibronectin deposition fluorescence, overnight; 350,000 tested, 0.086% active; inhibition, % at 12.6 µM;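 active means mean inhibition across replicates of 30% or more, regardless of how many single replicates reach that level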;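 further: positive control wells lacked labelled fibronectin entirely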
#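 Material: AH1F fibroblast monolayer depositing Alexa488-labelled fibronectin into matrix | Input: 10000 AH1F cells/well | Medium: DMEM plus 2% serum, read in PBS | Reagent: Alexa488-fibronectin, 24 nM final in well | Compound dosing: One dose per compound, pinned | Schedule: 1 h adhesion, overnight exposure | Measured by: Fluorescence at 485 nm excitation, 525 nm emission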
# Active calls of the source: *. Only part of the results is shown; the hit share may differ from the screen's.
1	O=C(N/N=C\c1ccc(O)c([N+](=O)[O-])c1)c1ccccc1-n1cccc1
2	O=S(=O)(Nc1nc2ccccc2nc1N1CCc2ccccc2C1)c1ccc(Cl)cc1
3	CC(C)(C)NC(=O)/C=N/O
4	Cn1c(SCC(=O)Nc2ccc3nc(SCC(=O)NC4CC4)sc3c2)nnc1-c1ccccc1
5	O=C(COC(=O)C1CC2C=CC1C2)NCc1ccccc1Cl (centres undefined)
6	COc1ccc(S(=O)(=O)N2CCCCC2)cc1NS(=O)(=O)c1cc(Cl)ccc1Cl
7	Cc1ccc(NC(=O)N(Cc2nc3ccccc3c(=O)[nH]2)Cc2cccs2)cc1
8	O=C(/C=C/c1ccoc1)c1ccccc1O
9	O=C(Nc1ccc(C(=O)N2CCOCC2)cc1)Nc1cccc(Cl)c1
10	COC(=O)/C=C1\S/C(=N/N=C/c2ccccc2)NC1=O
assay / entry	1	2	3	4	5	6	7	8	9	10
RAD54 inh	-5	-6	-7	4	-10	5	-2	-4	7	2
Xi reactivation	0.1	0.0	0.4	0.3	0.2	0.1	0.0	0.5	0.0	0.2
FN deposit inh	-1	-2	1	6	1	1	1	-1	-20	9

# 2 entries picked at random from the list so far, as already listed:
4	Cn1c(SCC(=O)Nc2ccc3nc(SCC(=O)NC4CC4)sc3c2)nnc1-c1ccccc1
9	O=C(Nc1ccc(C(=O)N2CCOCC2)cc1)Nc1cccc(Cl)c1
assay / entry	4	9
RAD54 inh	4	7
Xi reactivation	0.3	0.0
FN deposit inh	6	-20

# Other records follow.
11	COc1ccc(S(N)(=O)=O)cc1C(=O)NCCCN1CCN(c2ccccc2OC)CC1
12	O=C(NCCC1=CCCCC1)C1CCN(S(=O)(=O)c2ccc(Br)s2)CC1
13	COc1cc(/C=N/NC(=O)CNc2n[nH]c(=O)[nH]c2=O)ccc1O
14	Cc1ccc(NC(=S)NCCc2ccc(F)cc2)c(C)c1
15	COc1ccc(Nc2nnc(SCC(=O)/C=C3/N(C)c4ccccc4C3(C)C)s2)cc1
16	Cc1ccc(C)c(NC(=O)Cc2nc(CCl)cs2)c1
17	COc1ccc(Cc2nnc(NC(=O)CSc3ccc(C)cc3)s2)cc1
18	CCc1ccccc1NC(=O)CN(C)C(=O)CSc1nnc(Nc2cccc(C)c2C)s1
19	Cc1nn(Cc2ccc(Cl)cc2)c(C)c1NC(=O)CSc1n[nH]c(C)c1[N+](=O)[O-]
20	O=C(Nc1ccccc1)/C(=C/c1ccc([N+](=O)[O-])cc1)NC(=O)c1ccccc1
assay / entry	11	12	13	14	15	16	17	18	19	20
RAD54 inh	-2	10	-5	0	6	-13	-2	-1	-7	-9
Xi reactivation	0.4	0.4	0.4	0.0	0.0	0.0	0.0	0.2	0.0	0.0
FN deposit inh	-2	-7	2	5	-4	-6	0	-1	12	-12

21	CCc1ccccc1N=C1S/C(=C/c2ccccc2OCC(=O)N2CCOCC2)C(=O)N1C
22	O=C(O)/C=C/c1coc2ccc(F)cc2c1=O
23	CCOc1ccc(OCC)c(NC(=O)CCCN2C(=S)NC(C)(C)CC2C)c1 (centres undefined)
24	CC(=O)Nc1ccc(N(C(=O)Cc2c[nH]c3ccccc23)C(C(=O)NC2CCCCC2)c2ccco2)cc1 (centres undefined)
25	Cc1nn(Cc2ccccc2)c(Cl)c1C(=O)NC(C)(C)C
26	Nc1ccc(C(=O)OCC(=O)N2c3ccccc3Sc3ccccc32)cc1[N+](=O)[O-]
27	COc1ccc(S(=O)(=O)N(CC(=O)Nc2ccc(S(=O)(=O)N3CCOCC3)cc2)Cc2ccc(F)cc2)cc1
28	Cc1ccc(CNC(=O)/C=C/c2c(Cl)cccc2Cl)cc1
29	Nc1nonc1-n1nnc(C(=O)N/N=C/c2ccc(Br)cc2)c1CSC1=NCCS1
30	CC1=C(C#N)C(NC(=O)c2ccccc2Cl)(C(F)(F)F)C(=O)N1 (centres undefined)
assay / entry	21	22	23	24	25	26	27	28	29	30
RAD54 inh	-6	4	5	3	8	-13	-5	5	12	0
Xi reactivation	-0.1	-0.1	0.1	0.2	0.0	0.0	2.2	0.2	-0.1	-0.2
FN deposit inh	-3	5	0	4	7	5	-2	-2	-1	-6

# Some entries already given, reduced to Xi reactivation and RAD54 inh.
entry	canonical_smiles	Xi reactivation	RAD54 inh
24	CC(=O)Nc1ccc(N(C(=O)Cc2c[nH]c3ccccc23)C(C(=O)NC2CCCCC2)c2ccco2)cc1 (centres undefined)	0.2	3
25	Cc1nn(Cc2ccccc2)c(Cl)c1C(=O)NC(C)(C)C	0.0	8
26	Nc1ccc(C(=O)OCC(=O)N2c3ccccc3Sc3ccccc32)cc1[N+](=O)[O-]	0.0	-13
27	COc1ccc(S(=O)(=O)N(CC(=O)Nc2ccc(S(=O)(=O)N3CCOCC3)cc2)Cc2ccc(F)cc2)cc1	2.2	-5

# (further entries)
31	Cc1c(Cl)cccc1NC(=O)COC(=O)CCc1nc2ccccc2n1-c1ccccc1
32	CC(=O)Nc1cccc(C(=O)/C=C/c2cccs2)c1
33	CCn1c(SCC(=O)Nc2nc(-c3ccccc3)cs2)nc2c1c(=O)n(C)c(=O)n2C
34	COc1cc(NC(=O)CN2CCC(C)CC2)c(C)cc1[N+](=O)[O-]
35	CC1CC(=O)N(c2ccc(NCc3ccccc3Cl)c([N+](=O)[O-])c2)C1=O (centres undefined)
36	CC(C)(C)c1cc(NC(=O)c2cccc(S(=O)(=O)N3CCOCC3)c2)no1
37	Cc1cccc(NC(=O)c2cn(-c3ccccc3)nc2-c2ccccc2)c1
38	CC(C)Cc1nc2oc3c(=O)[nH]cnc3c2c2c1CCCC2
39	CC(C)CNC(=O)NC(=O)COC(=O)c1ccccc1Sc1ccc(C(F)(F)F)cc1[N+](=O)[O-]
40	O=[N+]([O-])c1cc(S(=O)(=O)N2CCCCC2)ccc1NCc1cccc(Cl)c1
assay / entry	31	32	33	34	35	36	37	38	39	40
RAD54 inh	7	-1	7	-17	-3	-7	13	0	-3	3
Xi reactivation	0.0	-0.1	0.4	0.2	0.1	0.0	1.2	0.1	0.3	0.3
FN deposit inh	-6	1	9	-9	-3	-1	5	10	2	-5

# Reformatted field by field: entries from further up
[31] Cc1c(Cl)cccc1NC(=O)COC(=O)CCc1nc2ccccc2n1-c1ccccc1
  RAD54 inh = 7	Xi reactivation = 0.0	FN deposit inh = -6

[32] CC(=O)Nc1cccc(C(=O)/C=C/c2cccs2)c1
  RAD54 inh = -1	Xi reactivation = -0.1	FN deposit inh = 1

[33] CCn1c(SCC(=O)Nc2nc(-c3ccccc3)cs2)nc2c1c(=O)n(C)c(=O)n2C
  RAD54 inh = 7	Xi reactivation = 0.4	FN deposit inh = 9

[34] COc1cc(NC(=O)CN2CCC(C)CC2)c(C)cc1[N+](=O)[O-]
  RAD54 inh = -17	Xi reactivation = 0.2	FN deposit inh = -9

# (more compounds)
41	COc1ccccc1N1CCN(C(=O)CCCN2C(=O)c3cccc4cccc(c34)C2=O)CC1
42	CCOC(=O)N1CCN(S(=O)(=O)c2ccc(F)c(C(=O)Nc3ccc(C(C)C)cc3)c2)CC1
43	Cc1ccc(NC(=O)c2cc(-n3cnnc3)ccc2Cl)c(C)c1
44	C=CCNCCCCOc1ccccc1
45	CC(C)[C@H](NC(=O)c1ccc(Cl)c([N+](=O)[O-])c1)C(=O)NCc1ccc(F)cc1
46	Cc1cccc(NC(=S)N=Nc2c(O)n(CN3CCOCC3)c3ccccc23)c1C
47	Cc1ccc(NC(=S)N(CCCN2CCOCC2)Cc2ccccn2)cc1Cl
48	CC(=O)c1cccc(S(=O)(=O)NC2CC2)c1
49	Cc1nc(NC(=O)/C=C/c2ccccc2)sc1C(=O)N(C)C
50	CCOC(=O)C(NC(=O)c1cccc(Cl)c1)(OCc1ccc(F)cc1)C(F)(F)F (centres undefined)
assay / entry	41	42	43	44	45	46	47	48	49	50
RAD54 inh	6	-10	3	2	-1	1	-8	-9	-3	15
Xi reactivation	0.1	2.3	0.1	0.2	0.0	0.7	0.1	0.0	0.4	0.0
FN deposit inh	4	1	-5	2	2	-4	-4	-16	-10	1

51	CCSc1ccc(-c2nn(-c3ccccc3)cc2/C=C(/C#N)C(=O)NC)cc1
52	O=C(CN1CCN(Cc2ccccc2)CC1)Nc1ccc(S(=O)(=O)N2CCOCC2)cc1
53	CN(C)S(=O)(=O)c1ccc(NC(=O)CNc2cc(S(=O)(=O)N3CCCC3)ccc2OCC(F)(F)F)cc1
54	C=CCNC(=O)c1cc(Cl)ccc1[N+](=O)[O-]
55	COc1ccc(NC(=O)CCSc2ccc3ccccc3n2)cc1
56	Cc1c(C(=S)Nc2ccccc2)cnn1-c1ccc([N+](=O)[O-])cc1
57	COc1c(C(=O)Nc2ccc(Cc3ccncc3)cc2)ccc2ccccc12
58	CSc1ccc(NC(=O)N2CC=C(n3c(=O)[nH]c4ccccc43)CC2)cc1
59	COc1cc(NC(=O)c2ccco2)c(C(=O)OCC(=O)c2c[nH]c3ccccc23)cc1OC
60	Cc1cc(C(=O)COC(=O)CNC(=O)c2ccco2)c(C)n1Cc1ccco1
assay / entry	51	52	53	54	55	56	57	58	59	60
RAD54 inh	0	-10	4	-1	0	-8	5	3	-4	11
Xi reactivation	0.2	0.0	0.2	0.1	0.1	0.3	0.0	0.4	0.0	0.2
FN deposit inh	17	4	-2	-1	0	-5	-2	7	8	3
